Efflux pump mplx = antifungal efflux pump inhibition, Nile Red retention; S. cerevisiae Candida pump triplex; inhibition, % at 10 µM; 330,000 compounds, 0.44% hits;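 active means plate passing quality check with inhibition over a set limit, or well fluorescence over plate mean plus 4 SD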;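 further: Nile Red retained in pooled yeast measured as flow cytometry median fluorescence; 0% = buffer negative control and 100% = Enniatin B positive control; higher means more Nile Red kept so more efflux inhibition; some compounds called inactive have numbers as strong as hits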
PREPL inhibitor = inhibits the human prolyl oligopeptidase-like enzyme; recombinant PREPL, fluorescence polarization activity-based probe; inhibition, % at 5.96 µM; 320,000 compounds, 0.68% hits; in the data active means inhibition above about 43%;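 further: 0% = enzyme with DMSO and 100% = wells lacking enzyme; many of its hits are not listed in these tables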
TPT1 inh = inhibitors of Candida albicans tRNA 2'-phosphotransferase TPT1 | 300,000 compounds, 0.81% hits | inhibition, % at 5 µM | recombinant caTPT1, FP RNA substrate dephosphorylation | AID 1962;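 active means inhibition above the mean of all tested compounds plus 3 SD, set per screening campaign, cut at about 24% in these data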;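 further: plate controls were DMSO alone for no effect and ferristatin control at 100 nM for full effect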
JMJD2C inh = human JMJD2C demethylase inhibition; Q9H3R0; GST-JMJD2C(1-420) H3K9me3 demethylation, DELFIA europium; inhibition, % at 2.35 µM; 330,000 compounds, 0.069% hits; AID 2099;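 active means more than half of a compound's replicate wells show inhibition beyond 50%, single wells judged on their own value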;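 further: signal counts dimethyl H3K9 product captured on neutravidin plate; 0% = median of DMSO wells and 100% = 0.3 times that DMSO median; strong numbers were not always called active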
PP5 primary = PP5 (human) phosphatase inhibition. 320,000 compounds, 0.18% hits. AID 1987. inhibition, % at 6.7 µM. purified PP5c, OMFP substrate fluorescence;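 active means inhibition above the campaign's mean inhibition across all tested compounds plus 3 SD, cut at about 9.5% in these data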;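 further: 0% = DMSO only and 100% = 100 µM cantharidin control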
Target sequence (P53041 whole entry, looked up): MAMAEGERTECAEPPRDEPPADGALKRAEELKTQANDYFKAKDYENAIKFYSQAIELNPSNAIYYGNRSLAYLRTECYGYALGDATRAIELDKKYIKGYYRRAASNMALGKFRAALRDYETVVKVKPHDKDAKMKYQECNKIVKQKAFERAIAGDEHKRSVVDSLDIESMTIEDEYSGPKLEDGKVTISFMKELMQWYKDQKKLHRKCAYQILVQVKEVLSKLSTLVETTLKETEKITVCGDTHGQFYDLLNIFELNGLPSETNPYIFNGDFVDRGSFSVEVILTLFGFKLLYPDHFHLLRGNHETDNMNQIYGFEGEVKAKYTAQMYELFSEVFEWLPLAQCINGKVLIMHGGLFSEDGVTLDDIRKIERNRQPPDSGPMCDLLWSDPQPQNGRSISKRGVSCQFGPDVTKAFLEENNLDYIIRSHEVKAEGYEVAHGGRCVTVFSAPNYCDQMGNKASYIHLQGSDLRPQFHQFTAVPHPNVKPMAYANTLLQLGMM
PP1 inh = counter-screen for PP5 inhibitors: inhibitors of human PP1-alpha; 320,000 compounds, 0.9% hits; P62136; purified PP1alpha, OMFP fluorescence; inhibition, % at 6.7 µM; AID 2235;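 active means inhibition above the mean inhibition of all tested compounds plus 3 SD, computed separately for each screening campaign, cut at about 15% in these data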
Target sequence (P62136 whole entry, looked up): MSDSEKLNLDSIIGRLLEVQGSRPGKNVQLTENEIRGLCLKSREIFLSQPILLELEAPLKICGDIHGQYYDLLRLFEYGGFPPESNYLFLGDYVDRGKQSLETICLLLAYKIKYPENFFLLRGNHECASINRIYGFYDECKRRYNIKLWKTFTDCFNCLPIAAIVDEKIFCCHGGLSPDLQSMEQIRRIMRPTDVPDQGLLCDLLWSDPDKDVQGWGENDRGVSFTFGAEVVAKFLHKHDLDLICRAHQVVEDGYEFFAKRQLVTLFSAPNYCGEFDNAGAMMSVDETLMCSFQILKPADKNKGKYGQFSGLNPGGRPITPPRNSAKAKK
core dimer inh = HCV core protein dimerization inhibition | TR-FRET GST/Flag-core106 dimerization, 1536-well | inhibition, % at 5 µM | 300,000 compounds, 0.33% hits | AID 1899;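 active means inhibition above the mean of all tested compounds plus 3 SD, set per screening campaign, cut at about 45% in these data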
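System: GST/Flag-tagged HCV core106 proteins. Incubation: compound-protein-antibody incubation 4 h at 22.5 °C. Technique: HTRF with 340 nm excitation, 617/671 nm emission. Medium: KF-containing HEPES buffer, pH 7.45, DTT, CHAPS, BSA. Read-out: inhibition (%) from 671 over 617 nm ratio. Also added: Eu(K)-anti-GST 90 ng/mL plus XL665-anti-Flag 1 µg/mL.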
LYPLA2 inh = blocks human lysophospholipase 2, a PME1 counter-screen. O95372. recombinant LYPLA2, FP-Rh probe fluorescence polarization. inhibition, % at 5.9 µM. 320,000 compounds, 0.38% hits;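 active means inhibition above the screen-wide mean plus 3 SD, limit set per campaign, cut at about 26% in these data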;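 further: 0% = LYPLA2 with DMSO and 100% = wells lacking LYPLA2 enzyme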
Target sequence (O95372 whole entry, looked up): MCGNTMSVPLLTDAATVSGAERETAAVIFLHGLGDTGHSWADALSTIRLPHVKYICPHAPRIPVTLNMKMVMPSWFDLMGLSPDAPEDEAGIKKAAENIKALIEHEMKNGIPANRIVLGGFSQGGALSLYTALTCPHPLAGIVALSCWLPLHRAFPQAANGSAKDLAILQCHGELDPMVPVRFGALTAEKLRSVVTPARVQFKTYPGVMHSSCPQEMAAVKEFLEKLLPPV
CTSL1 counter = counter-screen for PFM18AAP inhibitors: inhibitors of F. hepatica cathepsin L1; inhibition, % at 5.96 µM; 300,000 compounds, 0.49% hits; AID 1906; recombinant F. hepatica cathepsin L1, Z-Leu-Arg-MCA fluorescence;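 active means inhibition above the mean of all tested compounds plus 3 SD, set per screening campaign, cut at about 17% in these data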;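 further: 0% = plate median of test compound wells and 100% = 1 µM Z-Phe-Ala-diazomethylketone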
Active calls of the source: *; · = not tested or not shown; & = joins results of further samples.

SMILES	Efflux pump mplx	PREPL inhibitor	TPT1 inh	JMJD2C inh	PP5 primary	PP1 inh	core dimer inh	LYPLA2 inh	CTSL1 counter
CCc1ccc(C)c(OC(=O)c2cncc(Br)c2)c1	0.0	-6	2	1	1.6	-6	7	-2	-16
CCn1cc(C(=O)N[C@@H](CCSC)C(=O)NCCCOC)c(=O)c2cc3c(cc21)OCO3	0.1	5	0	-40	1.1	2	1	0	2
CCn1c(SCC(=O)Nc2ccc(F)cc2F)nc2c(c1=O)SCC2	0.0	16	-1	0	4.3	-2	-4	2	-2
CCN(CC(=O)Nc1cc(Cl)ccc1-n1cncn1)Cc1nc2ccccc2c(=O)[nH]1	-0.2	-15	·	-1	1.6	2	·	1	·
CC(C)c1ccc(C(O)c2cnc(C(C)C)n2C)cc1 (stereo not given)	-0.1	5	0	-2	0.4	0	20	0	2
Cc1cc(N=Cc2c(O)n(-c3cccc(Cl)c3)c(=O)c3ccccc23)no1	-0.3	2	2	3	-0.6	-1	15	1	-1
CC(Oc1ccc(Br)cc1)C(=O)Nc1ccc(N2CCOCC2)cc1N1CCOCC1 (stereo not given)	-0.1	13	0	3	0.2	-2	-4	10	-5
O=C(c1ccccn1)C1CCCN(Cc2cn[nH]c2-c2cc3ccccc3o2)C1 (stereo not given)	-0.1	16	2	-5	0.3	-1	-4	-2	6
COC(C(=O)NCc1ccccc1C)c1ccccc1 (stereo not given)	-0.1	-6	-3	3	-0.6	2	-2	6	0
O=C(COc1ccccc1)NCC(=O)Nc1ccncc1	0.2	22	0	-11	1.6	2	-2	-3	-2

3 compounds already listed, sorted by their value in Efflux pump mplx, low to high.
SMILES	Efflux pump mplx	PREPL inhibitor	TPT1 inh	JMJD2C inh	PP5 primary	core dimer inh
CCN(CC(=O)Nc1cc(Cl)ccc1-n1cncn1)Cc1nc2ccccc2c(=O)[nH]1	-0.2	-15	·	-1	1.6	·
CC(Oc1ccc(Br)cc1)C(=O)Nc1ccc(N2CCOCC2)cc1N1CCOCC1 (stereo not given)	-0.1	13	0	3	0.2	-4
CCn1cc(C(=O)N[C@@H](CCSC)C(=O)NCCCOC)c(=O)c2cc3c(cc21)OCO3	0.1	5	0	-40	1.1	1

Next records.
SMILES	Efflux pump mplx	PREPL inhibitor	TPT1 inh	JMJD2C inh	PP5 primary	PP1 inh	core dimer inh	LYPLA2 inh	CTSL1 counter
Cc1cccc(N2C(=O)CC(Sc3nccc(C)n3)C2=O)c1 (stereo not given)	-0.2	1	0	-7	-1.8	-3	5	-4	1
COc1ccc(/C=C/C(=O)O)cc1S(=O)(=O)N1CCCCC1	-0.2	4	-5	-5	-2.2	-1	-2	3	1
CCOC(=O)c1[nH]c2ccc(Br)cc2c1NC(=O)CCN1CCCC(C)C1 (stereo not given)	-0.1	-10	0	-1	-0.2	-1	6	-2	6
Cc1cccc(OCC(=O)N(Cc2ccc(C)o2)C2CCS(=O)(=O)C2)c1 (stereo not given)	0.1	4	-2	-1	3.0	-4	-12	5	0
Cc1ccc(-c2n[nH]c(=S)n2/N=C/C=C/c2ccccc2[N+](=O)[O-])cc1	-0.1	21	-3	5	0.5	11	8	12	4
CCOc1ccc(C(c2c(C)[nH][nH]c2=O)c2c(C)[nH][nH]c2=O)cc1OCC	-0.1	10	-1	-3	-1.2	2	0	-3	-1
COc1ccc2oc(C(=O)OCC(=O)NC3CCCC3)c(C)c2c1	0.0	-3	0	3	1.9	-3	9	1	-1
CCN1CCCC1CN(Cc1cc2ccc(C)cc2[nH]c1=O)C(=S)Nc1cccc(OC)c1 (stereo not given)	0.0	-19	2	3	2.2	-1	2	-1	2
NC(=O)C1CCN(C(=O)C(Cc2ccccc2)NC(=O)c2ccccc2)CC1 (stereo not given)	0.0	2	·	7	-1.7	-2	·	-2	·
CC(C)C1=NOC(C(=O)N2CCC(N3CCC(C(=O)N4CCOCC4)CC3)CC2)C1 (stereo not given)	-0.2	-4	2	-7	-0.4	-6	3	9	-4

The last four entries of the part before come first, to join the parts.
SMILES	Efflux pump mplx	PREPL inhibitor	TPT1 inh	JMJD2C inh	PP5 primary	PP1 inh	core dimer inh	LYPLA2 inh	CTSL1 counter
COc1ccc2oc(C(=O)OCC(=O)NC3CCCC3)c(C)c2c1	0.0	-3	0	3	1.9	-3	9	1	-1
CCN1CCCC1CN(Cc1cc2ccc(C)cc2[nH]c1=O)C(=S)Nc1cccc(OC)c1 (stereo not given)	0.0	-19	2	3	2.2	-1	2	-1	2
NC(=O)C1CCN(C(=O)C(Cc2ccccc2)NC(=O)c2ccccc2)CC1 (stereo not given)	0.0	2	·	7	-1.7	-2	·	-2	·
CC(C)C1=NOC(C(=O)N2CCC(N3CCC(C(=O)N4CCOCC4)CC3)CC2)C1 (stereo not given)	-0.2	-4	2	-7	-0.4	-6	3	9	-4
C=CCOc1ccc(CNc2ccc3[nH]c(=O)[nH]c3c2)cc1	-0.1	5	2	-5	0.0	-1	-16	3	0
COc1ccc(CCNC(=O)C2CCC(=O)N(CCc3ccc(OC)cc3)C2)cc1 (stereo not given)	-0.1	4	-2	2	2.2	-5	-5	2	0
CCNc1oc(COc2ccccc2F)nc1C#N	0.1	-1	-2	-6	0.0	-2	-4	3	-2
COc1cccc(NC(=O)CCNC(=O)N2CC(=O)Nc3ccccc32)c1	0.0	4	3	6	2.1	-4	3	3	-2
NS(=O)(=O)c1ccc(NC(=O)COc2ccc(S(=O)(=O)N3CCCC3)cc2)cc1	0.0	-4	-3	5	2.5	7	2	2	-2
COc1cccc(/C=N/NC(N)=S)c1OCc1cccc(Cl)c1	-0.2	-49	-1	3	1.4	4	3	0	17*
CCOC(=O)C1CCCN(C(=O)CCNS(=O)(=O)c2ccc(Br)cc2)C1 (stereo not given)	0.2	9	·	6	-1.7	-3	·	1	·
Nc1n[nH]c(S(=O)(=O)CCCc2ccccc2)n1	0.0	7	1	13	2.2	-3	0	3	-4
COc1ccc(NC(=S)NCCSc2ccc(C)cc2)c(OC)c1	0.0	7	0	0	-0.2	5	4	6	-3
COC(=O)c1ccc(C(=O)Nc2ccc3nc(-c4cccnc4)[nH]c3c2)cc1	0.2	2	-6	3	2.7	0	-8	0	2
Cc1nn(-c2ccc(Cl)cc2Cl)c(C)c1C(=O)O	0.0	-3	-5	-29	0.1	-5	3	2	-4
CN(C)c1ccc(C=Nc2ccccc2)cc1	0.1	6	-1	-27	-1.0	-3	0	1	1
O=C(Nc1ccccc1C(=O)NC1CCCCC1)c1ccccc1	-0.1	-3	-2	-1	4.0	1	2	3	-1
Cc1ccccc1OCCn1cc(C(=S)N2CCN(C)CC2)c2ccccc21	-0.1	59*	-2	-4	-0.4	-1	3	-7	-5
COCCn1c(=NC(=O)c2cc3ccccc3oc2=O)sc2cc(S(N)(=O)=O)ccc21	-0.3	5	-3	1	0.9	-6	7	-7	3
CC1CCN(CC(=O)NCc2ccco2)CC1	-0.1	5	-1	5	1.5	-5	-3	9	0
Cc1cc(C(C#N)c2cccc(Cl)c2)n2ncnc2n1 (stereo not given)	0.0	2	4	3	-0.4	5	-13	3	1
CC(=O)N/C(=N\OCc1ccccc1Cl)c1nonc1NC(C)=O	0.0	-4	3	-1	2.7	-3	2	6	-1
COC(=O)CN1C(=O)[C@H]2[C@@H](/C=C/c3ccccc3)N3C(=O)CN(Cc4ccccc4)C(=O)[C@@]3(C)[C@H]2C1=O	-0.1	-4	0	-7	-0.1	-2	8	-6	3
Cc1cccc(OCC(O)Cn2c(N3CCCCC3)nc3c2c(=O)n(C)c(=O)n3C)c1 (stereo not given)	0.0	18	0	-13	1.5	-3	11	12	-1
CN(Cc1ccc(F)cc1)C(=O)CNC(=O)c1ccc2c(c1)OCO2	-0.1	-5	-1	3	-1.5	4	-6	3	-6
O=C(Nc1ccn(Cc2c(F)c(F)cc(F)c2F)n1)c1ccc(COc2cc(Cl)ccc2Cl)o1	-0.2	-21	3	-1	3.8	15	5	-18	-2
Cc1ccc(-c2nc(C#N)c(NCc3ccco3)o2)cc1	0.0	-2	-2	-2	3.7	2	1	-1	0
N#CCc1ccc(NC(=O)c2ccccc2C(=O)Nc2ccc(CC#N)cc2)cc1	0.1	-5	-3	-4	-0.1	-5	10	-1	-11
CCCOc1cccc(C(=O)NC(=S)Nc2ccc(N3CCN(C)CC3)cc2)c1	0.0	-4	-2	4	-0.9	-3	-5	-1	-2
Fc1ccc(-[n+]2nc(Nc3ccccc3)sc2-c2c3ccccc3cc3ccccc23)cc1	0.0	13	-4	-2	2.1	22*	-4	7	-2
CCOC(=O)C1=C(O)/C(=C/c2ccc(OCC(=O)O)c(OC)c2)SC1=Nc1ccc(OC)cc1	0.1	-1	1	-2	4.9	2	2	-2	2
CC(=O)c1ccc(S(=O)(=O)NC2CC(=O)N(c3ccc(C)cc3)C2)cc1 (stereo not given)	-0.2	-7	3	-5	-1.8	-2	-1	-3	3
C=CCn1c(SCc2ccc(C#N)cc2)nnc1-c1cccc(OC)c1	0.0	10	3	8	0.8	1	0	6	-2
CCOc1ccc(NC(=O)Nc2ccc3c(c2)nc(C)n3C)cc1	-0.1	9	-3	-6	-1.2	0	-4	0	0
O=C(NCc1ccc2c(c1)OCO2)C1CC(=O)N(CCc2ccc(F)cc2)C1 (stereo not given)	0.0	-5	2	0	0.8	0	10	-6	0
COc1ccc(-c2nc(CS(=O)CC(=O)NCc3ccc(C)cc3)c(C)o2)cc1OC (stereo not given)	0.0	-3	2	4	-0.2	1	6	8	2
COc1ccccc1Oc1ccc(S(=O)(=O)N2CCOCC2)cc1S(=O)(=O)N1CCOCC1	0.0	9	-4	-2&3	-1.7	0	6	0	-2
CCO[C@H]1OC(C(=O)O)=C[C@@H](c2cn(C(C)=O)c3ccccc23)[C@@H]1CCCO	0.0	1	0	47	0.7	-2	7	-5	-1
CCOC(=O)C1=C(C)N=C(SC)N(C)C1c1ccccc1 (stereo not given)	-0.1	4	-3	-17	-1.4	1	6	-7	14
COc1c(OC)c(O)c2c(=O)cc(-c3c(O)cccc3O)oc2c1OC	0.1	22	0	·	5.6	-4	-10	-3	0
Cc1c2c(nc3nnnn13)CCCC2	0.0	1	5	20	0.2	-5	8	8	-1
Cc1cc(C)cc(NC(=S)N2CCC(c3nc4ccccc4s3)CC2)c1	0.1	26	0	10	1.7	-3	8	3	0
Cc1ccc(C(=O)NCC(=O)OCCCOC(=O)CNC(=O)c2ccc(C)c(C)c2)cc1C	0.1	1	·	-4	5.7	2	·	-3	·
CCNc1ccc2c(Cl)cc(=O)oc2c1	0.0	-7	1	4	3.8	-1	6	-1	6
CCOc1ccccc1N1CCN(C(=O)C(Sc2ccccc2)c2ccccc2)CC1 (stereo not given)	-0.2	1	-1	15	2.6	5	12	-4	0
CCOc1ccc(-n2c(C)nc3cc(C(=O)NCc4ccc5c(c4)OCO5)ccc32)cc1	0.0	-36	1	-1	3.8	-1	5	4	1
CCS(=O)(=O)c1nc(S(=O)(=O)c2ccc(C)cc2)c(NCCCN(C)C)s1	0.1	13	2	-15	0.8	-1	-1	-4	8
COc1ccc(-c2cn(-c3ccc(C)c(C)c3)c(=S)[nH]2)cc1OC	0.2	7	0	4	3.2	-5	7	2	3
COc1ccc(OC)c(C2CC(=O)Nc3cc(OC)c(OC)c(OC)c32)c1 (stereo not given)	0.2	-8	-3	-2	2.5	-2	-7	5	-1

Compound activity: PubChem BioAssay, several laboratories

An excerpt, so the mix of outcomes need not match the whole.
